Bioassay records (PubChem BioAssay)
GAA inhib – blocks human lysosomal alpha-glucosidase; P10253; purified human GAA, 4-MU-alpha-glucoside fluorescence; Potency, µM (titrated, usually from 76.9 µM), inactives show at the top dose activity change, negative = inhibition, most hits filed as inhibitors; 0.005% of 200,000 active; AID 1466;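 also: plate controls were uninhibited enzyme wells for no effect and no-enzyme background for full effect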
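qHTS format, compound range up to 77 uM. Human lysosomal enzyme at 4 nM, 400 uM 4-MU glucoside substrate, pH 5.0, 20 min room temperature; fluorescence after alkaline stop gives activity normalized to controls.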
GoLoco inh red – inhibitors of human Gai1-RGS12 GoLoco interaction (red fluorophore) | P63096 | Gai1:RGS12 GoLoco peptide FP, rhodamine, 10 min | Potency, µM (top dose mostly 61.6 µM), without a hit: top-dose activity, negative = inhibition, most hits filed as inhibitors | 0.44% of 230,000 active | AID 880; active = well fitted inhibition curve with a large enough effect, not every such curve was filed as active; inactive = no such curve, though single readings can be large or run the other way; also: nearly all actives have a fitted effect of over 30% in size; many of its hits are not listed in these tables
RECQ1 helicase – inhibitors of human RECQ1 DNA helicase; P46063; RECQ1 DNA unwinding, red fluorescence kinetic read; Potency, µM (highest dose often 57.3 µM), inactives show at the highest dose activity, negative = inhibition, hits mostly inhibitors; 0.54% of 240,000 active; AID 2549;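 also: plate controls were vehicle for no effect and no enzyme for full effect; nearly all actives have a fitted effect of over 30% in size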
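RECQ1T1 50 nM; forked duplex (20 bp + 30-nt ss tails) 200 nM, ATP 2 mM final; pH 8.0, 2 mM MgCl2, 2.5 ug/ml poly(dI-dC); 15 min compound preincubation; discontinuous kinetic read over 2 h at RT.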
TRb-SRC2 inh – disrupts binding of human TR beta to SRC2; TRbeta-SRC2 peptide binding, fluorescence polarization; receptor liganded with 1 µM T3; Potency, µM (doses to about 106 µM), without a hit: at the highest dose activity change, negative = inhibition, usual class: inhibitors; 0.065% of 280,000 active; AID 1469;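 also: plate controls were bound peptide for no effect and peptide without receptor for full effect; nearly all actives have a fitted effect of over 50% in size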
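Read-out is fluorescence polarization (555 nm excitation, 632 nm emission) of a Texas Red SRC2 coactivator peptide; loss of signal reflects blocked binding to human TRb ligand-binding domain in the presence of 1 uM T3.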
TR SRC2 fluor cs – alters Texas Red total fluorescence, flagging assay interference; TRb/SRC2 Texas Red total fluorescence interference; Potency, µM (top dose mostly 106 µM), for the others: at the top dose fluorescence change, negative = quenching; 0.29% of 280,000 active; active = well fitted curve in either direction with a large enough effect; inconclusive = small, poorly fitted or top-dose-only effect
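Human TRβ ligand-binding domain (0.6 uM) and Texas Red SRC2 peptide (20 nM) in Tris buffer with 1 uM T3 and 5% DMSO were incubated with pinned compound for 5 hr at ambient temperature. Total fluorescence was computed as S + 2P (555/632 nm).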
GAA spleen mod – inhibits or activates alpha-glucosidase in human spleen homogenate; P10253; human spleen homogenate, 4-MU-alpha-glucoside fluorescence; Potency, µM (top dose mostly 79.9 µM), for inactives: top-dose activity change, negative = inhibition, usual class: inhibitors; 0.006% of 240,000 active; AID 2112;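 also: 0% = enzyme with vehicle and -100% = no enzyme basal signal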
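Human spleen homogenate (1 ug) with 4-methylumbelliferyl-alpha-D-glucopyranoside (1 mM final) in 50 mM citrate/phosphate pH 5.0, 0.01% Tween-20; 40 min at 37 C. Stopped at pH 10; 4-MU fluorescence Ex 365/Em 440 nm; AC50 by Hill fit.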
L3MBTL1 block – blocks human L3MBTL1; Q9Y468; AlphaScreen L3MBTL1–H3K9me1 peptide binding; Potency, µM (highest dose often 57.1 µM), for inactives: at the highest dose activity, negative = inhibition, most hits filed as inhibitors; 0.66% of 230,000 active; also: nearly all actives have a fitted effect of over 60% in size
Target sequence (Q9Y468 whole entry, looked up): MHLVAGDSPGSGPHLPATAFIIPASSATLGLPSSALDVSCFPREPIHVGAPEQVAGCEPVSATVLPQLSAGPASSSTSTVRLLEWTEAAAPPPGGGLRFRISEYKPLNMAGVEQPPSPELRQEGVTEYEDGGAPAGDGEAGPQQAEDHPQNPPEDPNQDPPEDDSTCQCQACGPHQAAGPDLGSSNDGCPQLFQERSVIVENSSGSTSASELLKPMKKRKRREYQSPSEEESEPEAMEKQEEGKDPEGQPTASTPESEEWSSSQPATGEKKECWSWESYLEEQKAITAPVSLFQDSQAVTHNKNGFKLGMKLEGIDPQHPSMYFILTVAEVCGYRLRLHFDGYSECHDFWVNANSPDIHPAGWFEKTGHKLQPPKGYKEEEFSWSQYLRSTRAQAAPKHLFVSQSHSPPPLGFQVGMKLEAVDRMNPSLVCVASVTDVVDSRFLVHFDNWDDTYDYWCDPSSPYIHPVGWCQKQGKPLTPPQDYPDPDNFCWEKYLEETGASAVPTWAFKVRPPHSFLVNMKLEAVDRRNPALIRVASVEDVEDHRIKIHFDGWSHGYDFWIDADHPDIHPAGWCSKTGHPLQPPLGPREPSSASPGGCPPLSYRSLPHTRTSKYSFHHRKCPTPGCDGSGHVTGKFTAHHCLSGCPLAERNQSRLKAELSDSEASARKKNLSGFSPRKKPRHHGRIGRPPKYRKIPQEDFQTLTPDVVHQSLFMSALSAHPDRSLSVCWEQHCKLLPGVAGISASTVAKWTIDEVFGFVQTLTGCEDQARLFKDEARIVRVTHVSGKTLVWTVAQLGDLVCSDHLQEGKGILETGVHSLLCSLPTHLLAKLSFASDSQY
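AlphaScreen proximity signal between nickel-chelate acceptor and streptavidin donor beads (final 10 ug/mL) reports binding of 50 nM L3MBTL1 to 75 nM biotin-H3 K9me1 peptide; complex incubated with compounds 30 min at room temperature; cefsulodin titration as control.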
GAA glycogen mod – inhibitors or activators of human alpha-glucosidase glycogen cleavage; P10253; recombinant GAA, glycogen substrate, Amplex Red glucose oxidase fluorescence; Potency, µM (doses to about 76.4 µM), inactives show top-dose activity change, negative = inhibition, hits mostly inhibitors; 0.38% of 300,000 active; AID 2100;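 also: 0% = full enzyme reaction and -100% = no-enzyme basal signal; the screen sought inhibitors and activators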
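qHTS, 1536-well; enzyme 4 nM final; cpd up to 77 uM; substrate bovine liver glycogen 30 ug; 50 mM citrate/phosphate pH 5.0, 0.01% Tween-20; 37 C, 40 min; Amplex Red detection 45 min RT; Hill fit → AC50.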
* = called active by the depositor; i = inactive; u = inconclusive; x = no result given; & = joins results of further samples; [ ] = another dose, or the depositor's remark. Unless noted, calls follow the shape of the dose curve; as a rule, active = well fitted curve in the direction sought with a large enough effect; inconclusive = small, poorly fitted or top-dose-only effect, or another doubt; inactive = no such curve, though single readings can be large; an effect the other way counts as inactive or inconclusive. Unless noted, % is scaled to controls: 0 for no effect and ±100 for the full control effect; potency is read from the fitted curve at half-maximal effect. A portion of the library; count on the stated rates, not on these rows.

SMILES	GAA inhib	GoLoco inh red	RECQ1 helicase	TRb-SRC2 inh	TR SRC2 fluor cs	GAA spleen mod	L3MBTL1 block	GAA glycogen mod
CCOc1ccc(NC(=S)N(CCc2c(C)[nH]c3ccc(C)cc23)Cc2ccncc2)cc1	-11%	-8%	-4%	1%	-1%	3%	-11%	-14%
Cc1ccc(CNC(=O)CSc2nc3ccsc3c(=O)n2Cc2ccccn2)cc1	2%	4%	-4%	0%	-2%	2%	x	-10%
Cc1c2c(n3c(nc4ccccc43)c1C#N)N(CCN(C)C)CC2	u	12%	-5%	2%	0%	-10%	-2%	-12%
COCc1ccc(C(=O)Nc2ccc(C(=O)O)cc2)o1	x	11%	-9%	2%	-2%	6%	x	-1%
Nc1ccc2nc(C3CCCCC3)[nH]c2c1	5%	6%	i	12%[53 µM]	-1%[53 µM]	-6%	-24%	0%
Cc1nnsc1-c1onc(C)c1C(=O)Nc1cc(Cl)cc(Cl)c1	x	-4%	-6%	-6%	0%	4%	x	0%
C=CCNC(=S)NNC(=O)CCC(O)CCCCC (stereo unspecified)	2%	7%	2%	-7%	0%	-3%	x	15%
COC(=O)c1ccc(-c2nc3ccc(C)cc3o2)cc1	-3%[15.4 µM]	4%	-3%	-4%	4%	-2%	8%	2%
C=CCn1c(SCc2ccc(C#N)cc2)nnc1-c1ccc(C)cc1	-11%	-2%	i	-3%	1%	-2%	-2%	9%
O=S(=O)(c1cnc[nH]1)N1CCCCCC1	5%	3%	-3%	2%	-1%	-9%	x	-1%
CCOC(=O)C1CCCN(C(=O)c2cnn3c(C(F)(F)F)cc(-c4ccccc4)nc23)C1 (stereo unspecified)	-1%	-9%	-2%	-2%	-3%	-6%	x	-2%
COC(=O)c1sc2ncccc2c1OCc1ccc(Cl)cc1	u	0%	-2%	-13%	0%	-4%	4%	-2%
CCc1ccc(N2CC(C(=O)N/N=C/c3cccc([N+](=O)[O-])c3)CC2=O)cc1 (stereo unspecified)	2%	46%[activator]	-2%	14%	-27%	-9%	1%	-3%
S=c1[nH]nc(-c2ccccn2)n1/N=C/c1cccc2ccccc12	0%	20%	-16%	5%[53 µM]	-2%[53 µM]	6%	32µM*	4%
Cc1[nH]n(C(N)=S)c(=O)c1C(c1ccccc1)C(C#N)C#N (stereo unspecified)	-1%	2%	-1%	-1%	-2%	-6%	32%[activator]	-9%
CCS(=O)(=O)NC(C)C(c1cccs1)N1CCN(C)CC1 (stereo unspecified)	3%	4%	-12%	-11%	3%	0%	-9%	3%
Cc1sc2nc(C3CC3)nc(SCC(=O)NCc3ccco3)c2c1C	-3%	7%	7%	-5%	-6%	2%	-7%	-14%
O=C(O)CSc1c[nH]c2ccccc12	u	3%	i	1%	3%	3%	x	-19%
Cc1c(Cl)cccc1-n1c(SCC(=O)N(C)Cc2ccccc2)nnc1-c1ccncc1	-4%	-1%	-16%	-1%	2%	3%	x	1%
C=CCNC(=O)CCCOc1ccc(C)cc1	-4%	5%	-5%	2%	-2%	-8%	x	3%
CN(C)CCCN(C(=O)CCSc1ccccc1)c1nc2cc3c(cc2s1)OCO3	-3%	-15%	i	-5%	-3%	x	-17%	9%
CSc1ncccc1C(=O)NCCc1ccccc1	-1%	-1%	i	-1%	0%	0%	x	6%
COc1ccc(-n2c(=S)[nH]c3cc(C(=O)NC4CCCCC4)ccc3c2=O)c(OC)c1	1%	-50%	-2%	5%	-1%	x	-19%	7%
O=C(NCC1CCCCC1)c1ccco1	-2%	-1%	-1%	2%	-5%	9%	x	6%
CC(C)NC(=O)CCCC(=O)NC(C)C	3%	8%	-5%	-8%	-1%	-11%	2%	4%
COc1ccccc1/C=C/C(=O)OCC(=O)c1c(N)n(C)c(=O)n(C)c1=O	6%	-6%	-9%	-4%	-1%	3%	4%	9%
C=CCn1c(N)c(C(=O)NC2CCCCC2)sc1=S	-28%	4%	-2%	-8%	-1%	-11%	6%[11.4 µM]	-4%
Cc1[nH]c(=S)c(C#N)c(C)c1C(=O)Nc1ccccc1	1%	8%	-20%	-18%	-3%	-12%	x	u
O=S(=O)(NCC1CCCO1)c1ccc(Cl)c(C(F)(F)F)c1 (stereo unspecified)	u	-1%	-3%	3%	1%	9%	x	1%
COC(=O)CCC(=O)OC1(C)C(=O)C2=CN(CCCOC(C)C)C(c3ccc(OC)cc3)=CC2=C(Br)C1=O (stereo unspecified)	x	24%	i	5%	9%	-14%	x	-10%
Cc1nnc(-c2cnn(C)c2N)n1Cc1ccc(Cl)cc1	0%	7%	i	-9%	-4%	3%	x	0%
COc1ccc(C2C(=O)c3ccccc3C2=Nc2ccc(Br)cc2)cc1 (stereo unspecified)	5%	11%	3%	x	x	10%	-28%	-11%
Cc1ccc(NC(=O)CN(C)C(=O)Cn2cc(C(F)(F)F)cc(Cl)c2=O)cc1	8%	0%	9%	10%	-1%	-8%	3%	-4%
CC(C)COc1ccc(C(=O)Nc2ccc([N+](=O)[O-])cc2)cc1	6%	6%	i	-2%	3%	6%	-17%	13%
Cc1cc(C)cc(C(=O)N(c2ccccn2)C(C)c2ccco2)c1 (stereo unspecified)	2%	1%	-2%	1%	-5%	6%	x	5%
O=C(Nc1cccc2ncccc12)c1ccc(OCc2ccccc2)cc1	-3%	11%	i	5%	1%	2%	11%	-1%
CC(CCc1ccco1)NC(=O)Nc1cccc(F)c1 (stereo unspecified)	3%	-3%	i	5%	2%	7%	-1%	-9%
COC(=O)COc1ccc(Cl)cc1C1Nc2ccccc2C(=O)N1c1ccc(OC)cc1 (stereo unspecified)	-9%	-1%	i	-19%	0%	-10%	2%	-3%
O=C(O)c1cn(Cc2ccccc2Cl)c2ccc(S(=O)(=O)N3CCOCC3)cc2c1=O	u	2%	-2%	-5%	-3%	-14%	5%	-23%
CCCCNc1nc2c(c(=O)n(C)c(=O)n2C)n1CCC	x	-5%	i	-1%	-6%	-1%	x	0%
CCc1ccccc1NC(=O)c1ccc(Cn2cc([N+](=O)[O-])cn2)cc1	-2%	1%	i	-5%	0%	3%	0%	-1%
CCN(CCO)C(=O)CC1C(=O)NCCN1Cc1c(F)cccc1Cl (stereo unspecified)	2%	10%	1%	-2%	-3%	2%	10%	-9%
C=CCNC(=O)c1c(Cl)cccc1Cl	0%	3%	-5%	-2%	2%	-5%	0%	-1%
CC1CCC(NC(=O)Cn2c3c(c(-c4ccccc4Cl)cc2=O)CCC3)CC1 (stereo unspecified)	u	2%	-2%	-2%	0%	-6%	-8%	-4%
CCOC(=O)CC(Nc1nc(N2CCOCC2)nc(N2CCOCC2)n1)c1ccccc1Cl (stereo unspecified)	-6%	0%	-4%	2%	-2%	-16%	-2%	-4%
CCOC(=O)c1c(N)sc2c1CCCC2	2%	-16%	-3%	-26%	-2%	-8%	-13%	35µM*
O=C(Nc1ccc(N2CCOCC2)cc1)c1cc(-c2ccncc2)nc2ccccc12	0%[15.4 µM]	6%	-12%	-3%	-2%	-13%	-11%	-6%
CCCC(=Nc1ccccc1)C1=C(O)C(C(=O)OC)C(C)(C)CC1=O (stereo unspecified)	u	-11%	0%	-7%	-5%	5%	-2%	10%

Four compounds drawn at random from the list so far, as already listed:
SMILES	GAA inhib	GoLoco inh red	RECQ1 helicase	TRb-SRC2 inh	TR SRC2 fluor cs	GAA spleen mod	L3MBTL1 block	GAA glycogen mod
CCc1ccccc1NC(=O)c1ccc(Cn2cc([N+](=O)[O-])cn2)cc1	-2%	1%	i	-5%	0%	3%	0%	-1%
CC1CCC(NC(=O)Cn2c3c(c(-c4ccccc4Cl)cc2=O)CCC3)CC1 (stereo unspecified)	u	2%	-2%	-2%	0%	-6%	-8%	-4%
O=C(Nc1ccc(N2CCOCC2)cc1)c1cc(-c2ccncc2)nc2ccccc12	0%[15.4 µM]	6%	-12%	-3%	-2%	-13%	-11%	-6%
CCOC(=O)c1c(N)sc2c1CCCC2	2%	-16%	-3%	-26%	-2%	-8%	-13%	35µM*

More records:
SMILES	GAA inhib	GoLoco inh red	RECQ1 helicase	TRb-SRC2 inh	TR SRC2 fluor cs	GAA spleen mod	L3MBTL1 block	GAA glycogen mod
COc1ccc(C(=O)N2CCOC2CNC(=O)C(=O)NCc2ccc3c(c2)OCO3)cc1 (stereo unspecified)	-3%	2%	-8%	5%	0%	x	-9%	1%
NNc1nc2ccc(F)cc2s1	1%	4%	-4%	-10%[53 µM]	-5%[53 µM]	7%	-10%	-4%
Cc1cccc(C(=O)NC2CCN(C(=S)NCc3ccco3)CC2)c1	4%	0%	-2%	-6%	1%	-7%	-7%	-8%
C#C[C@]1(O)CC[C@H]2[C@@H]3CCc4cc(O)ccc4[C@H]3CC[C@@]21C	u	-10%&7%&11%	-23%&-4%&2%	-2%	2%	3%&10%&-6%	1%	-2%
NC(=S)N/N=C/c1ccc2c(c1)OCCO2	-5%	3%	i	2%	1%	x	-26%	-4%
COc1ccc(OC)c(NC(=O)CSc2nnnn2C)c1	0%	1%	-1%	-6%	-5%	-16%	x	6%
O=C(O)c1cc(S(=O)(=O)N2CCCCCC2)c(Cl)cc1Cl	-2%	4%	-9%	-14%	-3%	0%	-1%	6%
COc1ccc(C(NC(=O)c2ccco2)c2ccc(OC)c(OC)c2)cc1 (stereo unspecified)	-2%	13%	i	2%	0%	-5%	14%[11.4 µM]	3%
Fc1ccc(C2=CC(c3ccco3)n3nnnc3N2)cc1 (stereo unspecified)	x	11%	2%	-8%	-2%	3%	2%	-11%
O=C(NNc1ccccc1F)C1CCC1	-13%[15.4 µM]	-4%	i	1%	2%	3%	3%	u
COc1ccc(OC)c(-c2cc(C3CCN(c4ncccc4[N+](=O)[O-])CC3)[nH]n2)c1	6%	-14%	-11%	-8%	-1%	-2%	u	-14%
Oc1ccc(/C=N/NC(=S)Nc2cccnc2)cc1	x	4%	i	-1%	0%	1%	x	-23%
COC(=O)c1ccccc1NC(=O)NCCc1ccccc1OC	3%	29%	i	-4%	-3%	3%	-2%[2.29 µM]	12%
CN1CCN(CC#CCn2c3ccccc3c3ccccc32)CC1	11%	1%	-3%	5%	-1%	-5%	x	3%
